# Bioassay records: PubChem, The Scripps Research Institute Molecular Screening Center
# MBD2 DNA inh: inhibitors of human MBD2 binding to methylated oligonucleotide; Q9UBB5; TR-FRET; inhibition, % at 4.4 µM; hit rate 0.31% among 370,000; AID 686964; in the data active = inhibition above about 13%
# Target sequence (Q9UBB5 whole entry, looked up): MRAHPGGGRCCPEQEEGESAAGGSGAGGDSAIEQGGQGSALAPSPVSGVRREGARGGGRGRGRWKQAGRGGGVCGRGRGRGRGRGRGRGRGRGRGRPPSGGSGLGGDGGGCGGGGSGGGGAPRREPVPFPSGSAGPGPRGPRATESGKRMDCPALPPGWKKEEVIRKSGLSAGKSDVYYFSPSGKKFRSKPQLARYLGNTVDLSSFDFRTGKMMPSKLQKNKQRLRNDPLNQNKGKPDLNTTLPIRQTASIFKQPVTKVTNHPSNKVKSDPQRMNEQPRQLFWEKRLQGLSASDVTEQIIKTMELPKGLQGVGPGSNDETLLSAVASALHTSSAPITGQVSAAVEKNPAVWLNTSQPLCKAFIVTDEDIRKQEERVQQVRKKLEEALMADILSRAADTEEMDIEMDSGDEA
# UHRF1 binding: blocks human UHRF1 binding to methylated DNA | Q96T88 | UHRF1 binding to methylated oligo, TR-FRET | inhibition, % at 4.4 µM | hit rate 0.75% among 370,000 | AID 687016; in the data active = inhibition above about 21%;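 note: UHRF1 SRA domain binding a hemimethylated CpG hairpin DNA probe; 0% = median of test compound wells and 100% = reference inhibitor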
# TCR CD3 inh: blocks the human TCR-CD3 interaction | TAMRA-labeled TCR probe fluorescence, biochemical | inhibition, % at 9.4 µM | hit rate 0.37% among 360,000; in the data active = inhibition above about 19%;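 note: recombinant mutant TCR 2C K166C tagged with TAMRA read by polarization; 0% = receptor in buffer alone and 100% = receptor with positive control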
# Tn6 DDE FP: disrupts Tn6 cyclic peptide binding to fibrin D-Dimer-E complex; P02675; Fibrin DD(E) TRITC-Tn6 fluorescence polarization displacement; inhibition, % at 8.3 µM; hit rate 0.21% among 370,000; AID 720509;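 active = inhibition above a per-campaign cutoff: mean of compounds within control limits plus 3 SD, cut at about 15% in these data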;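 note: 0% = median of all compound wells on the plate and 100% = blocking peptide control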
# SIAE primary: blocks human sialic acid acetylesterase; SIAE FP-Rh probe binding, fluorescence polarization; inhibition, % at 9.66 µM; hit rate 0.69% among 370,000;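 active = inhibition above a cutoff: mean of compounds within the control limits plus 3 SD of those, cut at about 17% in these data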;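 note: 0% = plate median of compound wells and 100% = probe without SIAE protein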
# PRMT1 inh: PRMT1 (human) inhibition, primary screen. inhibition, % at 2.79 µM. recombinant PRMT1, activity-based probe fluorescence polarization. hit rate 1.3% among 370,000;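 active = inhibition above about 21% made by adding two undisclosed values, limit read from the data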
# TDP2 absorb: blocks human TDP2 phosphodiesterase activity. recombinant TDP2, T5PNP hydrolysis, p-nitrophenol absorbance 415 nm. hit rate 0.34% among 370,000. inhibition, % at 12.8 µM. O95551;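 active = inhibition above the mean of all tested compounds plus 3 SD, set per campaign, cut at about 25% in these data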;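 note: 0% = DMSO with enzyme and 100% = buffer with substrate but no TDP2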
# Target sequence (O95551 whole entry, looked up): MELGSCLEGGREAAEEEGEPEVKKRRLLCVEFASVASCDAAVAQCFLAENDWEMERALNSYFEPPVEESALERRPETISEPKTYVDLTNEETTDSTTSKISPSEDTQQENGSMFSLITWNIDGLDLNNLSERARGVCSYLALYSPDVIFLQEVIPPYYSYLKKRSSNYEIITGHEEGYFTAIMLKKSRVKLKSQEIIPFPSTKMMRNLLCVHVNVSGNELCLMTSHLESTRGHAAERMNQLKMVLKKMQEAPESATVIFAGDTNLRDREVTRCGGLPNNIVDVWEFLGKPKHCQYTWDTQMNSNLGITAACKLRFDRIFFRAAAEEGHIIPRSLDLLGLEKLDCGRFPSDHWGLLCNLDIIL
#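 Incubation: 2 h at 37 °C; Test system: recombinant human TDP2; Quantity: enzyme 120 nM; Read-out basis: percent inhibition; Medium: 50 mM Tris-HCl pH 7.5 with Mg2+, KCl, DTT, BSA; Repeats: single replicate; Compound: 12.8 µM single point, 1% DMSO; Signal: epi absorbance; Reagent: 5 mM T5PNP chromogenic substrate; Benchmarks: no-enzyme high, DMSO-plus-enzyme low.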
# KLK7 zymogen act: activates the human kallikrein-7 zymogen; purified proKLK7, EDANS-DABCYL substrate fluorescence; 100% is mature enzyme control, 0% vehicle; hit rate 0.9% among 370,000; activation, % at 7 µM;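 active = activation above the mean of all tested compounds plus 3 SD, computed per campaign excluding outliers beyond control limits, cut at about 13% in these data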
# Target sequence (P49862 whole entry, looked up): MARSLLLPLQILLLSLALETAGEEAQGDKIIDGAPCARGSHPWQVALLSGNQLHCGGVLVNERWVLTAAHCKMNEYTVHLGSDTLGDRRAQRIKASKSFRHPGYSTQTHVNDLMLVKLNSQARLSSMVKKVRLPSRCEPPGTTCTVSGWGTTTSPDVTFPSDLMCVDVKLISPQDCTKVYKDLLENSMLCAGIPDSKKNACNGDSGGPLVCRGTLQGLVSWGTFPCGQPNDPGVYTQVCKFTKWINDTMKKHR
# LEDGF integ inh: blocks HIV-1 LEDGF/p75-dependent DNA integration | TR-FRET IN-LEDGF/p75 DNA integration, Eu/Cy5 | inhibition, % at 3.7 µM | hit rate 0.64% among 370,000 | AID 743269;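 active = inhibition above the screen-wide mean plus 3 SD, cut at about 13% in these data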;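 note: signal is the Cy5 over europium emission ratio at 671 and 618 nm; 0% = plate median of compound wells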
# Tn7 DDE FP: DD(E)-Tn7 binding inhibition, primary FP screen; inhibition, % at 8.3 µM; P02675; FP displacement of FITC-Tn7 peptide from fibrin DD(E); 0% = median of compound wells per plate; hit rate 0.13% among 370,000;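 active = inhibition above the mean of compounds falling within the control limits plus 3 SD of them, cut at about 14% in these data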;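 note: 0% = plate median of compound wells and 100% = 10 µM Aha-Tn7 peptide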
#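 Test system: human clot-derived fibrin DD(E) complex / Quantity: 2 µM final DD(E) protein / Incubation: 10 min plus 3 h, room temperature / Measured by: fluorescence polarization / Benchmarks: high control of 10 µM Aha-Tn7 peptide / Replicates: singlicate testing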
# * hit, by the source's call; / = no result given.
# Values run as follows: Tn7 DDE FP	LEDGF integ inh	PRMT1 inh	TDP2 absorb	Tn6 DDE FP	MBD2 DNA inh	KLK7 zymogen act	SIAE primary	TCR CD3 inh	UHRF1 binding
> CCOC(=O)C1CCN(C(=O)CCC2CCCC2)CC1
 : 2	-3	0	-8	-8	-2	0.2	-1	1	0
> O=C(/C=C/c1ccccc1)NCc1ccco1
 : -1	-3	2	6	5	-2	0.7	-2	2	-2
> Cc1cc(N2C(=O)C(O)=C(C(=O)c3ccco3)C2c2cccc(O)c2)no1 (stereo not drawn)
 : 1	1	2	-2	-8	-3	0.9	2	1	1
> O=C(Nc1ccc(Cl)cn1)C1CCCN1S(=O)(=O)c1cccc2ccccc12 (stereo not drawn)
 : 0	-1	-2	-1	0	2	-0.4	-12	6	0
> CCOC(=O)C1=C(C)N(C)C(=O)NC1c1cc2c(cc1[N+](=O)[O-])OCO2 (stereo not drawn)
 : 5	14*	16	13	-6	5	8.5	5	11	8
> O=C(CCc1ccccc1)N[C@H]1[C@@H](OC(=O)c2cccnc2)CCC[C@@]12C(=O)N(Cc1ccccc1)c1ccccc12
 : 5	-2	3	0	-1	1	0.7	-6	/	3
> O=C(Nc1cccc(C(=O)O)c1)/C(=C\c1ccccc1)NC(=O)c1ccco1
 : 4	-2	-2	4	-5	0	-0.5	-1	-6	1
> COc1cccc(NC(=S)N2CCN(S(=O)(=O)c3ccccc3)CC2)c1
 : 0	0	-6	0	0	7	0.4	-2	-2	1
> Oc1ccc(C[C@@H](CN2CCC[C@@H]2CN2C(=S)NC[C@@H]2Cc2ccccc2)N2C[C@H](Cc3ccccc3)N(CCc3ccccc3)C2=S)cc1
 : 11	3	-2	13	4	2	0.0	-12	4	-2
> COc1cc(OC)nc(Oc2cccc(C(F)(F)F)c2)n1
 : -12	0	-1	-12	-8	4	0.0	-5	-5	4
> CC(C)CCn1c(N2CCCC2)nc2c1c(=O)[nH]c(=O)n2C
 : -1	-3	6	-11	-20	0	-0.2	7	2	6
> OC(c1cccnc1)c1cccs1 (stereo not drawn)
 : 0	1	3	-3	4	3	-0.7	3	-7	5
> CCOCCCNC(=O)c1c(C)c(C(=O)OCC)n(C)c1C
 : 3	5	1	5	5	-3	0.1	-2	-10	2
> CCSc1ccc([C@@H]2[C@H]3C(=O)N(CC)C(=O)[C@H]3[C@]3(C(=O)OC)CCCCN23)cc1
 : -5	0	9	8	1	9	0.2	-5	3	2
> CCCS(=O)(=O)N1CCc2ccc(NC(=O)C3CCCO3)cc2C1 (stereo not drawn)
 : -4	1	1	0	-2	0	-0.2	-5	4	0
> CCOC(=O)c1c(C)nc(C)c(C(=O)OCC)c1-c1ccc(Br)cc1
 : -7	4	-4	-27	-6	-1	0.2	4	3	5
> COc1cccc(/C=N/Nc2nc3ccccc3[nH]2)c1OC
 : 1	-9	9	-5	-2	1	0.3	7	0	1
> O=C(CC1CCCC1)Nc1ccc(Br)cc1
 : -8	1	-7	-3	-5	-5	-0.5	4	-1	0
> CCCCCc1c(O)nc(SCC(=O)NCC2CCCO2)[nH]c1=O (stereo not drawn)
 : 0	34*	1	4	-4	-1	-0.2	4	2	-1
> CC(=O)Nc1ccc(S(=O)(=O)N2CCN(C(=O)N3CCCCCC3)CC2)cc1
 : -1	-2	0	4	9	-1	-0.3	5	-4	2
> CSc1cccc(CNC(=O)C2CCC(=O)N(Cc3cccc(C(F)(F)F)c3)C2)c1 (stereo not drawn)
 : -6	-2	4	1	0	-6	-0.2	11	6	-1
> CCOC(=O)N1CCN(C(=O)c2cn(C)c3ccc(S(=O)(=O)N(C)C4CCCCC4)cc3c2=O)CC1
 : 4	-1	-1	1	-8	2	-0.2	2	3	0
> COC(=O)C1=C(C(=O)OC)[C@@H]2N(C)c3ccccc3[C@@]23C[C@@H](C(=O)OC)N(C(C)=O)C3=N1
 : 0	-2	-1	1	9	-4	0.3	0	5	-2
> N#CC(C(=O)Nc1ccccc1)=C1Nc2ccccc2N1
 : 8	-1	1	-1	10	-4	-0.1	-2	3	-2
> O=S(=O)(Cc1ccccc1)Nc1ccc(Br)cn1
 : -2	-2	-1	13	-1	2	0.4	0	-2	-2
> Cc1nc(C(=O)NC2CCOCC2)sc1C1(C)CC(c2ccccc2)=NO1 (stereo not drawn)
 : -1	-2	0	-7	4	0	0.0	-4	3	-2
> Cc1cc(C)cc(NC(=S)N(Cc2ccc(Cl)cc2)Cc2ccc(C(=O)O)cc2)c1
 : -2	-2	-1	13	-1	-1	0.0	-4	3	1
> CC(=O)Nc1c2c(nn1-c1ccc(Cl)cc1)CSC2
 : 4	0	15	-19	2	5	0.3	-9	-3	3
> CCc1ccc(-c2nc(SCC(=O)N(CCOC)c3c(N)n(Cc4ccccc4)c(=O)[nH]c3=O)n[nH]2)cc1
 : -9	0	7	-23	-4	8	-0.1	0	-1	3
> Cn1c(=O)c2c(nc(N3CCCC3)n2CC(O)CO)n(C)c1=O (stereo not drawn)
 : -2	-2	1	4	3	5	0.4	5	3	-4
> CCOc1ccc(-c2c(C#N)c(N)nc3c2c(=O)n(C)c(=O)n3C)cc1OC
 : -3	0	0	2	-7	-3	-0.2	0	7	8
> NC(=O)C1(Nc2ccc(-c3ccccc3)cc2)CCCC1
 : 0	2	-3	-4	7	1	0.3	-3	6	-2
> CC(=O)N(C1=C(N2CCOCC2)C(=O)c2ccccc2C1=O)c1ccc(C(=O)O)cc1
 : -5	17*	-1	40*	-8	-7	-8.6	1	2	4
> CC(C)Oc1cc(F)ccc1-c1cc(C(=O)Nc2ccccc2)[nH]n1
 : 9	-2	-1	-9	0	-6	0.1	-26	6	-3
> CC(=O)Nc1ccc(S(=O)(=O)NCCC(=O)NCc2ccncc2)cc1
 : 0	-1	2	6	3	-1	0.6	-3	3	0
> CC1(C)CC(=O)N(c2cccc(C(F)(F)F)c2)C(=O)C1
 : 1	-1	5	1	-5	3	-0.1	-12	4	1
> CC(=O)c1cccc(OCc2cc(C(=O)N3C[C@H]4CC[C@H]3C4)no2)c1
 : -9	3	-3	-7	-1	-1	0.2	0	-6	2
> CN(Cc1ccccc1)C(=O)c1ncn2c1c(=O)[nH]c1cccnc12
 : 2	-6	2	-2	6	3	-2.4	2	-10	6
> O=C(NCc1cccs1)C1CCN(S(=O)(=O)c2ccccc2[N+](=O)[O-])CC1
 : -8	3	-3	-5	-3	0	0.2	-1	/	5
> CC(Oc1ccccc1)C(=O)Nc1ccccc1O (stereo not drawn)
 : -3	2	-3	10	6	-6	-0.7	5	5	-2
> COc1ccccc1N1CCN(C(=O)C(=O)c2c[nH]c3ccccc23)CC1
 : 2	-7	-1	2	-1	2	-0.4	-5	5	1
> CCCN(CCC)S(=O)(=O)c1ccc(C(=O)N2CCCc3ccccc32)cc1
 : -6	1	-1	0	-1	2	-0.1	1	3	-2
> Cc1ccc(S(=O)(=O)N/N=C/c2cccc([N+](=O)[O-])c2)cc1
 : -1	-1	1	6	2	-3	-0.4	4	5	-2
> COc1ccc(C(C)N2CC34C=CC(O3)C(C(=O)O)C4C2=O)cc1 (stereo not drawn)
 : 0	-2	-4	5	-3	6	-0.3	3	0	-1
> Cc1ccccc1OCC(=O)NCc1ccccc1
 : -1	0	1	-7	7	-4	0.3	-2	8	-1
> CN1C(=O)NC(c2ccc(Cl)cc2)C2=C1CC(C)(C)CC2=O (stereo not drawn)
 : -4	0	-3	0	3	2	-0.3	-5	-5	5
> CC(=C/C(=O)O)/C=C/c1ccc(Cl)o1
 : -2	13*	10	-3	-4	8	0.2	-3	7	32*
> Cc1ccc(C(O)c2ncc(-c3ccc4ccccc4c3)[nH]2)cc1 (stereo not drawn)
 : 4	0	6	-11	-10	7	-1.8	9	-4	3
> N/C(=N\N=C\c1cccs1)SC1CC(=O)N(c2ccc(Br)cc2)C1=O (stereo not drawn)
 : -1	5	-1	-3	4	-6	-0.2	-16	4	1
> Cc1sc2ncnc(NCC(O)c3ccccc3)c2c1C (stereo not drawn)
 : -3	-6	4	-6	-4	-2	0.1	-2	-7	2
> CCOc1ccc(N2C=Nc3ccc(OCC)cc3C2)cc1
 : -2	-1	1	1	5	0	-1.2	1	-3	1
> O=C(c1cc(COc2ccc(F)cc2Cl)on1)N1CC2C[C@@H]3CC1C[C@H](C2)C3
 : -1	0	0	-7	5	3	0.0	9	3	2
> COc1ccc(C(=O)C2CCCN(Cc3cccc4c3OCO4)C2)cc1OC (stereo not drawn)
 : -6	7	-3	8	-9	3	1.4	4	0	-2
> Cn1/c(=N\NC(=O)c2ccccc2Cl)sc2ccccc21
 : -3	4	0	6	-10	-5	-0.3	2	-2	-2
> CCCn1c(CNc2ccccc2O)nc2ccccc21
 : -3	-2	5	1	-1	-10	-3.0	6	-5	-12
> C=CCOC(=O)/C(=C/c1cccc2ccccc12)NC(=O)c1ccccc1
 : -3	0	-2	-3	4	3	-0.3	-2	9	-3
> CCOc1ccccc1NC(=O)Nc1cc(C(=O)O)ccc1C
 : -1	1	6	10	-4	-4	0.0	-2	-11	1
> O=S(=O)(c1ccc(Cl)cc1)N1CCCc2ccccc21
 : -5	-2	-1	16	1	0	0.3	2	3	-1
> C=CCSC1=C(C#N)C(c2ccccc2OC)CC(=O)N1 (stereo not drawn)
 : 1	-3	17	2	2	-6	-0.1	-2	-4	1
> Cc1ccc(S(=O)(=O)N2CCOCC2)cc1C(=O)N1CC(C)CC(C)C1 (stereo not drawn)
 : 4	-3	4	2	-2	6	0.1	-1	-7	11

# Next section:
# Values run as follows: Tn7 DDE FP	LEDGF integ inh	PRMT1 inh	TDP2 absorb	Tn6 DDE FP	MBD2 DNA inh	KLK7 zymogen act	SIAE primary	TCR CD3 inh	UHRF1 binding
> COc1ccc2c(=O)cc(-c3ccccc3)n(C)c2c1
 : 0	2	-1	1	7	-3	-0.7	2	-4	3
> COC(=O)c1cc2ccccc2c([N+](=O)[O-])c1O
 : -2	3	3	11	-3	-6	0.1	0	5	12
> CCOC(=O)CCC(=O)Nc1ccc(S(=O)(=O)N2CCCC2)cc1
 : -4	1	1	2	0	-4	-0.6	1	4	1
> CC1=C(C#N)C(C(F)(F)F)(C(F)(F)F)N=C(c2ccco2)N1
 : -1	3	0	5	5	-1	-4.1	4	5	-3
> NC(=S)NN=C(c1ccc(F)cc1)C1CC1
 : 4	0	-2	-11	6	-2	0.3	10	5	3
> O=C1CN(S(=O)(=O)c2ccc(Br)cc2)c2ccccc2N1
 : -3	-2	-1	-5	2	0	2.5	-1	-5	-2
> O=C(COC(=O)/C=C/c1ccc(F)cc1)NCc1ccc2c(c1)OCO2
 : -7	4	-3	-2	0	-1	0.6	-6	6	2
> Cc1cc(OCCCn2ccnc2)ccc1C(C)C
 : 2	3	2	2	-8	0	-0.2	-3	0	1

# An excerpt from above, limited to UHRF1 binding and TDP2 absorb:
compound | UHRF1 binding | TDP2 absorb
Cc1cc(OCCCn2ccnc2)ccc1C(C)C | 1 | 2
NC(=S)NN=C(c1ccc(F)cc1)C1CC1 | 3 | -11
